# Screens deposited in PubChem BioAssay by National Center for Advancing Translational Sciences (NCATS).
# Pol beta inh: blocks human DNA polymerase beta activity; AID 485314; P06746; Potency, µM (doses to about 114 µM), for the others: at the top dose activity change, negative = inhibition, hits mostly inhibitors; Pol beta primer extension/strand displacement, fluorescence kinetic; 340,000 tested, 1.3% active; further: on the % scale 0 is the no-effect control and ±100 the full control effect
#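 Reaction started by 50 nM substrate onto compound-treated Pol beta (10 nM, 15 min preincubation, room temperature); plates read at 0 min and 10 min. Normalized concentration-effect data fitted by four-parameter Hill equation.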
# BLM inh: Bloom syndrome helicase (human) inhibition. P54132. recombinant BLM DNA unwinding, fluorescence dequenching. Potency, µM (top dose mostly 56.1 µM), for the others: top-dose activity change, negative = inhibition, hits mostly inhibitors. 350,000 tested, 0.2% active. AID 2528;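 further: plate controls were vehicle for no effect and no enzyme for full effect; nearly all actives have a fitted effect of over 35% in size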
# Target sequence (P54132 whole entry, looked up): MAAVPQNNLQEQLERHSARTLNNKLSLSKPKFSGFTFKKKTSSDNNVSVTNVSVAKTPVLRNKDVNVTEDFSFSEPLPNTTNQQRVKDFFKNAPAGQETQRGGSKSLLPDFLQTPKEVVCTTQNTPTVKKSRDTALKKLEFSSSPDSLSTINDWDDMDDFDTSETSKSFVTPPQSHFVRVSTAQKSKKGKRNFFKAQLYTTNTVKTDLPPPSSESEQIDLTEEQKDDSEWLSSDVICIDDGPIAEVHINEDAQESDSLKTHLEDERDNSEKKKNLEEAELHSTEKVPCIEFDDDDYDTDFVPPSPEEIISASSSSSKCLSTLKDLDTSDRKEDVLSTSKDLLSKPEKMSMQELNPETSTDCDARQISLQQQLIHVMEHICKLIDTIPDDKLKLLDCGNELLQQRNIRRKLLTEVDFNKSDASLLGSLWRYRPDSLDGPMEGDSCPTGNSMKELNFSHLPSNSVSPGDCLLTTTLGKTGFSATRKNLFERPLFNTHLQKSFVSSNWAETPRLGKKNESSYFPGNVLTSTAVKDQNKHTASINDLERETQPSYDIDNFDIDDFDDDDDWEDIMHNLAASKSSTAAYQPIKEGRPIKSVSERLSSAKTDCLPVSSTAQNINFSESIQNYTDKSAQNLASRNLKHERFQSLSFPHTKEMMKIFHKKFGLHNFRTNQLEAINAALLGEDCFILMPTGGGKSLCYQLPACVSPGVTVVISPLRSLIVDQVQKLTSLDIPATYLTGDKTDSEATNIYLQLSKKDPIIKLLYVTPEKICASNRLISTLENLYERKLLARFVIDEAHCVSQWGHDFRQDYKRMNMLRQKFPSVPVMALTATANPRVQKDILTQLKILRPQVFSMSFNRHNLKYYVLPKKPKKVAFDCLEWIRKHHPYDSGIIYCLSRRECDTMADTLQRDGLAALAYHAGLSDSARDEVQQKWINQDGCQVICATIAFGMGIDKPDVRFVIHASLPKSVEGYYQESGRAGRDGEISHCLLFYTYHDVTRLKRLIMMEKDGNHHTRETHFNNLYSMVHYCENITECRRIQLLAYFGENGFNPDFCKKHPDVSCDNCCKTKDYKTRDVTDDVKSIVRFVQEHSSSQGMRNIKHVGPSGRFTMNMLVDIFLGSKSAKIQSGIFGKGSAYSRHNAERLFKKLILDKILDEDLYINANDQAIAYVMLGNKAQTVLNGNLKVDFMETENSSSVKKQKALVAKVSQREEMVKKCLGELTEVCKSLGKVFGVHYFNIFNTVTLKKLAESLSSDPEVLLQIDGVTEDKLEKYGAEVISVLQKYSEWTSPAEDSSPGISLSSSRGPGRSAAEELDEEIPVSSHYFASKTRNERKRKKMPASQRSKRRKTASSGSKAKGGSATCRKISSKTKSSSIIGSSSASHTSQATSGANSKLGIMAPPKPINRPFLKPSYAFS
# G9a inh: blocks human histone lysine methyltransferase G9a; Q96KQ7; G9a H3K9 monomethylation, AlphaScreen, 2 h; Potency, µM (highest dose often 102 µM), inactives show at the top dose activity, negative = inhibition, usual class: inhibitors; 350,000 tested, 8.8% active; further: on the % scale 0 is the no-effect control and ±100 the full control effect; nearly all actives have a fitted effect of over 75% in size
#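 Enzyme 20 nM + cpd, 15 min RT; add b-H3K9 pep 500 nM / SAM 20 uM; 2 h RT; anti-H3K9me1 Ab 0.5 ug/mL + SA donor / anti-rabbit acceptor beads 20 ug/mL each, 10 min; AlphaScreen read.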
# POLI inh: blocks human DNA polymerase iota activity; AID 588590; Potency, µM (top dose mostly 115 µM), for the others: at the top dose activity, negative = inhibition, hits mostly inhibitors; Pol iota fluorescent replication assay, 10 min; Q9UNA4; 390,000 tested, 1% active
#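 Fluorescent replication assay read twice, at 0 min and 10 min after adding 50 nM (final) substrate. Enzyme (10 nM) and compounds were first incubated 15 min at room temperature; enzyme-free buffer wells were negative controls.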
# POLH inh: inhibitors of human DNA polymerase eta. AID 588591. 390,000 tested, 1.2% active. recombinant Pol eta, fluorescent DNA replication assay. Potency, µM (titrated, usually from 114 µM), without a hit: at the highest dose activity change, negative = inhibition, actives largely listed as inhibitors; further: on the % scale 0 is the no-effect control and ±100 the full control effect
#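 Pol eta (10 nM) was preincubated with compounds for 15 min at room temperature, after which fluorescent replication substrate (50 nM final) was added to start the reaction. Fluorescence was read kinetically at 0 and 10 min.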
# JMJD2A Tudor inh: blocks the human JMJD2A Tudor domain. Potency, µM (doses to about 114 µM), for the others: at the highest dose activity change, negative = inhibition, most hits filed as inhibitors. 390,000 tested, 4.4% active. AlphaScreen JMJD2A-Tudor / H3K4me3 peptide binding; further: on the % scale 0 is the no-effect control and ±100 the full control effect; nearly all actives have a fitted effect of over 50% in size
# BAZ2B block: BAZ2B (human) inhibition; Q9UIF8; AlphaScreen BAZ2B-H3K14Ac peptide displacement; Potency, µM (top dose mostly 114 µM), for inactives: top-dose activity change, negative = inhibition, most hits filed as inhibitors; 360,000 tested, 4.4% active; AID 504333; further: on the % scale 0 is the no-effect control and ±100 the full control effect; nearly all actives have a fitted effect of over 60% in size
#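 Multi-concentration screen (max 110 uM) measuring displacement of acetylated histone H3 peptide from BAZ2B by AlphaScreen, using 50 nM protein, 50 nM peptide and 10 ug/mL streptavidin donor plus Ni-chelate acceptor beads.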
# POLK inh: blocks human DNA polymerase kappa activity. 400,000 tested, 0.53% active. Potency, µM (titrated, usually from 107 µM), for inactives: top-dose activity, negative = inhibition, hits mostly inhibitors. purified Pol kappa, fluorescent DNA synthesis assay, 10 min; further: on the % scale 0 is the no-effect control and ±100 the full control effect
#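 Inhibition of 10 nM Pol kappa is measured by a fluorescent read-out at 0 and 10 min following addition of 50 nM substrate (final), with a 15-min room-temperature compound preincubation.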
# APE1 inh: APE1 (human) endonuclease inhibition | recombinant APE1, TAMRA/BHQ-2 abasic DNA cleavage fluorescence | 350,000 tested, 0.35% active | Potency, µM (highest dose often 65.8 µM), for inactives: at the highest dose activity change, negative = inhibition, most hits filed as inhibitors | P27695;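 further: plate controls were vehicle for no effect and reference inhibitor for full effect; nearly all actives have a fitted effect of over 55% in size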
#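 Activity was derived from the fluorescence gain between first and third kinetic reads (60 s intervals, ex 525/em 598 nm) after 50 nM THF-abasic TAMRA/BHQ-2 duplex was added to 0.75 nM APE1 preincubated 15 min with compound.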
# * marks the source's active call; other numbers are inactive results; ? = inconclusive; . = not tested or not shown; [ ] = dose if it differs, or a comment. The call rests on the fitted dose curve; in most records, active means well fitted curve in the direction sought with a large enough effect; inconclusive means small, poorly fitted or top-dose-only effect, or another doubt; inactive means no such curve, though single readings can be large; an effect the other way counts as inactive or inconclusive. Potency means the concentration at half of the fitted maximal effect. Not all compounds are listed (hit frequency here may not be typical).
molecule | Pol beta inh | BLM inh | G9a inh | POLI inh | POLH inh | JMJD2A Tudor inh | BAZ2B block | POLK inh | APE1 inh
CN(C)N1C(=O)CC(N2CCCCC2)C1=O (stereo not given) | 51.5% | -2.9% | -35.0% | 90.3%[activator] | 8.5% | -8.0% | -2.6% | -6.5% | 9.8%
COc1ccc(Cc2nn3c(-c4ccccc4Br)nnc3s2)cc1 | 13.6% | -17.8% | 5.8%[12.7 µM] | 3.9% | -5.0% | -29.7% | -14.4% | -12.2% | 5.9%
Cc1nn(C)cc1CN1CCC(CO)(CCOc2ccccc2)CC1 | -12.3% | -1.1% | 25.7% | 16.2% | -7.6% | -8.9% | -2.3% | 16.0% | 10.0%
CC(Sc1nnc(C2CC2)n1C1CC1)C(=O)Nc1cccc(S(=O)(=O)N2CCOCC2)c1 (stereo not given) | . | . | 12.4%[12.7 µM] | 14.8% | -14.3% | -0.7% | -1.9% | 2.9% | 28.7%
Cc1ccc(NC(=O)COC(=O)c2cc(=O)c3ccccc3o2)cc1F | . | . | 21.9%[2.33 µM] | 1.5% | -1.5% | -5.2% | 8.8% | -13.5% | 12.9%
COc1ccc(NC2CCCN(C(=O)C3(C)CCCCC3)C2)cc1 (stereo not given) | 35.1% | 0.5% | . | 5.6% | -6.3% | -35.2% | 31.6µM* | 0.1% | -2.8%
NC(=O)C1(NC(=O)[C@@H]2CC3(CC(c4cccc(NC(=O)c5cc([N+](=O)[O-])cc([N+](=O)[O-])c5)c4)=NO3)CN2C(=O)c2ccccc2)CC1 (stereo not given in full) | 30.5% | -8.1% | . | 11.6% | -18.0% | ? | -37.6% | -19.9% | 13.3%
Cc1ccc(CSCc2ccc(C(=O)NCC3CCCO3)o2)cc1 (stereo not given) | -23.4% | -3.8% | -4.3%[59 µM] | 17.9% | -4.8% | -8.5% | -25.1% | -6.8% | 2.0%
CCOC(=O)C1=C(C)NC(C)=C(C(=O)OCC)C1/C=C/c1ccccc1 | -28.8% | -15.9% | 15.6%[59 µM] | 4.9% | -15.7% | 9.5% | 48.5%[activator] | -22.0% | -2.1%
CN1CCC(=O)N(CCOc2ccccc2)CC1 | -25.3% | -0.1% | 28.2µM* | ? | -6.6% | ? | ? | -11.4% | 39.1%
Cc1cc(N)n(-c2nc3ccccc3s2)n1 | 1.8% | -7.6% | 5.7% | -19.4% | -0.7% | -15.0% | -16.6% | 1.6% | 7.3%
CCN(CC)S(=O)(=O)N1CCC(C(=O)NCC2COc3ccccc3O2)CC1 (stereo not given) | -5.1% | 3.7% | 9.7%[59 µM] | 4.3%[58.9 µM] | 1.9% | -8.6% | -3.5% | -1.6% | 21.8%
CCCc1nnc(NC(=O)CCC(=O)NCc2ccccc2)s1 | 56.9% | -0.5% | . | -0.5% | 5.0% | 1.9% | -9.9% | 0.1% | 2.6%
O=C(COCC(=O)N/N=C/c1ccccc1F)N/N=C/c1ccccc1F | -1.0% | -11.0% | 11.5%[59 µM] | 18.3% | 3.8% | -10.1% | -35.4% | 1.8% | 3.6%
CCN(C[C@H]1N[C@@](Cc2ccccc2)(C(=O)OC)[C@H]2C(=O)N(Cc3ccccc3)C(=O)[C@@H]12)C(=O)C1CCCCC1 | . | . | . | ? | ? | -15.1% | . | -4.6% | 23.2%
CC(NC(=O)CCNC(=O)N1CCn2c1nc1ccccc12)c1ccccc1 (stereo not given) | 31.9% | 1.8% | 15.4% | 4.6% | -4.7% | -17.8% | 0.4% | -5.6% | -2.8%
COc1ccc(-c2nn(CCC#N)cc2/C=N/O)cc1 | 8.1% | -1.2% | 1.2% | 1.0% | -2.6% | -23.1% | -14.5% | 1.8% | -0.3%
COc1ccccc1CNc1nc(-c2ccco2)nn1S(=O)(=O)c1ccc(C)cc1 | -23.6% | -10.4% | ? | 9.4% | -6.9% | -4.0% | -21.1% | -7.4% | .
O=C(NCCC1=CCCCC1)C1CCN(S(=O)(=O)c2ccccc2)CC1 | -17.9% | -4.5% | 21.2% | 55.0%[activator] | -12.8% | -10.4% | -15.9% | -6.7% | -2.0%
CC(=O)Nc1ccc(SCC(CC(C)C)N2CCN(CC(C)C)CCC2=O)cc1 (stereo not given) | . | 2.7% | . | 34.9%[activator] | . | -13.8% | . | -0.8% | -1.8%
O=C(NC1CCCCCC1)c1cccs1 | 106.6% | -0.7% | -33.5%[0.0925 µM] | -10.1% | -6.7% | -3.8% | 3.6% | -7.0% | 14.3%
Cc1[nH]n(-c2ccccc2)c(=O)c1C=NCCc1ccccc1 | 2.2% | -1.5% | -6.6% | -17.8% | 5.2% | -18.4% | -20.1% | -9.4% | -1.0%
CC(=O)CCc1ccc2oc(C(=O)O)c(C)c2c1 | -11.0% | 0.0% | 0.8%[59 µM] | 8.9% | -5.5% | -32.4% | 10.4% | 1.3% | -2.6%
COc1ccc2oc(C(=O)N3CCN(S(=O)(=O)c4cccc([N+](=O)[O-])c4)CC3)c(C)c2c1 | -16.5% | -9.0% | 7.8% | 58.8%[activator] | ? | -20.0% | -28.8% | -0.2% | -8.6%
CC(C)C(NS(=O)(=O)c1cccs1)C(=O)N1CCc2ccccc2C1 (stereo not given) | 0.1% | -6.1% | -2.6%[12.7 µM] | 9.7% | -4.6% | -22.5% | 0.5% | -22.5% | 1.9%
C=CCn1c(-c2cccc(OC)c2)n[nH]c1=S | 59.3% | 2.0% | 7.08µM* | 21.0% | -18.6% | 11.2µM* | 6.5% | 1.1% | 16.3%
O=C(COC(=O)CNS(=O)(=O)c1cccc(F)c1)NCCc1ccccc1 | . | . | -11.6% | 31.4%[activator] | -15.9% | 8.9% | 1.9% | -2.2% | 4.1%
CCc1ccc(C(=O)Nc2nc(C)cs2)s1 | -1.4% | -1.3% | . | 37.5%[activator] | -7.0% | -18.6% | -4.9% | 3.2% | 2.2%
CCCc1nc2oc3c(NCCOCCO)ncnc3c2c2c1COC(C)(C)C2 | 17.1% | 8.9% | ? | 29.4% | -1.9% | -11.5% | -28.6% | 3.9% | 1.5%
CN1C(=O)C(C)(C)N(C(=O)c2cccc([N+](=O)[O-])c2)c2ccccc21 | 8.9% | -0.9% | -2.5% | 44.8%[activator] | -14.5% | -24.7% | -9.7% | -4.2% | 27.3%

# Complete entries, quoted from the list.
# `Cc1[nH]n(-c2ccccc2)c(=O)c1C=NCCc1ccccc1` reads Pol beta inh = 2.2%; BLM inh = -1.5%; G9a inh = -6.6%; POLI inh = -17.8%; POLH inh = 5.2%; JMJD2A Tudor inh = -18.4%; BAZ2B block = -20.1%; POLK inh = -9.4%; APE1 inh = -1.0%
# `CCc1ccc(C(=O)Nc2nc(C)cs2)s1` reads Pol beta inh = -1.4%; BLM inh = -1.3%; G9a inh = .; POLI inh = 37.5%[activator]; POLH inh = -7.0%; JMJD2A Tudor inh = -18.6%; BAZ2B block = -4.9%; POLK inh = 3.2%; APE1 inh = 2.2%

# Next section
molecule | Pol beta inh | BLM inh | G9a inh | POLI inh | POLH inh | JMJD2A Tudor inh | BAZ2B block | POLK inh | APE1 inh
CCOC(=O)C1=NN(c2ccccc2)C(c2ccccc2)CC1=O (stereo not given) | 5.1% | 0.8% | -18.8%[59 µM] | 20.4% | -2.1% | -16.2% | 2.1% | -11.5% | 1.0%
COc1ccc(-c2nnc(SCC3CCCO3)n2C)cc1 (stereo not given) | 0.4% | -3.1% | -0.1%[59 µM] | 122.5%[activator] | -5.2% | -0.7% | ? | -17.5% | -1.5%
CC(C)(C)OC(=O)NS(=O)(=O)Nc1ccccc1Br | . | 2.2% | . | -16.7% | . | 35.5µM* | . | -7.4% | 1.6%
NC(=O)c1ccsc1NC(=O)COC(=O)c1ccc([N+](=O)[O-])o1 | . | . | 17.0%[59 µM] | -23.6% | -18.1% | -17.4% | 7.1% | -29.8% | 14.0%
Cc1cc(NC(=O)C2CC(c3cccc(Br)c3)=NO2)no1 (stereo not given) | -28.5% | 0.1% | 5.1%[59 µM] | -16.5% | -4.9% | -9.3% | -22.0% | -9.2% | 2.7%
COC(=O)CSc1nc2ccccc2c(=O)n1C | 1.4% | -1.5% | 20.8%[59 µM] | 17.5% | 2.0% | -2.7% | 3.1% | -16.7% | -0.5%
O=C(N/N=C/c1ccco1)c1ccc(NC(=O)c2ccccc2Cl)cc1 | -2.0% | -2.6% | -0.8% | 10.3% | -4.2% | -23.7% | -8.5% | -1.2% | -0.2%
COc1cc(C#N)ccc1OCC(=O)Nc1ccc(C)c(S(=O)(=O)N2CCOCC2)c1 | 23.9% | -3.8% | 12.8% | 11.5% | -1.4% | -10.9% | . | -7.4% | -4.6%
CC(=O)Nc1ccc(C(=O)COC(=O)C2CCCCC2)c(F)c1 | . | . | 3.0%[12.7 µM] | 20.1% | -17.9% | -15.6% | -5.6% | -8.3% | 10.4%
O=C(Nc1ccc2c(c1)oc1ccc(S(=O)(=O)N3CCCC3)cc12)C1CC1 | -9.8% | -2.9% | 6.7%[59 µM] | -5.4% | -2.6% | -1.2% | 7.3% | -17.6% | -2.6%
CC1CCCC(C)N1C(=O)COC(=O)CNC(=O)C12CC3CC(CC(C3)C1)C2 (stereo not given) | . | . | ? | 62.0%[activator] | -17.1% | ? | -24.3% | -13.2% | 2.7%
O=C(Nc1cccc(C(=O)O)c1)/C(=C\c1ccco1)NC(=O)c1ccc(Br)o1 | ? | 2.1% | ? | ? | 17.8µM* | -35.9% | -6.7% | 79.4µM* | -1.4%[12.4 µM]
Cc1nn(-c2ccccc2)c(C)c1NC(=O)COc1ccc(Cl)cc1Cl | -3.2% | -14.1% | 26.6%[59 µM] | 22.9% | -20.1% | -10.7% | 24.3% | -11.7% | 9.7%
NC(=O)[C@H]1CC2(CC(c3cccc(NC(=O)COc4ccc(Cl)cc4)c3)=NO2)CN1C(=O)[C@H]1CCC(=O)N1 (stereo not given in full) | -16.7% | -0.8% | -1.0%[12.7 µM] | -17.3% | -2.3% | -22.4% | -14.2% | -8.7% | -1.3%
O=C(NCCc1ccccc1)c1ccc(NC(=O)C2CCC2)cc1 | . | . | . | -5.9% | 0.6% | -11.6% | . | -1.6% | .
CC(=O)Nc1sc(C)c(C)c1C(=O)OCCOc1ccccc1 | ? | -10.3% | 28.4% | 69.3%[activator] | -5.8% | 20.8% | 21.3% | -8.4% | 0.5%
CC(C)(C)n1ncc2c(=O)n(Cc3ccc(Cl)cc3Cl)cnc21 | 28.7% | -8.2% | 45.3%[12.7 µM] | 32.5%[activator] | -14.5% | 21.8% | 7.6% | -11.4% | 1.6%
